PREPL inhibitor – human PREPL enzyme inhibition; inhibition, % at 5.96 µM; recombinant PREPL, fluorescence polarization activity-based probe; AID 2751; 320,000 compounds, 0.68% hits; in the data active means inhibition above about 43%;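 further: 0% = enzyme with DMSO and 100% = wells lacking enzyme; many of its hits are not listed in these tables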
PAD4 FP inh – PAD4 (human) enzyme inhibition | inhibition, % at 6.36 µM | recombinant PAD4, RCA probe fluorescence polarization | 330,000 compounds, 0.41% hits | Q9UM07 | AID 485272;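 active means percent inhibition above a cutoff equal to the mean of all tested compounds plus 3 SD, cut at about 15% in these data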;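 further: 0% = PAD4 with RCA probe and DMSO and 100% = probe without PAD4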
EBNA-1 inh – blocks EBNA-1 binding to DNA | 300,000 compounds, 0.34% hits | EBNA-1 DNA binding, fluorescence polarization | inhibition, % at 14.8 µM; in the data active means inhibition above about 28%
LYPLA1 inh – blocks human lysophospholipase 1, a PME1 counter-screen; O75608; recombinant LYPLA1, FP-Rh probe fluorescence polarization; inhibition, % at 5.9 µM; 320,000 compounds, 0.16% hits; AID 2174;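 active means inhibition above the mean of all tested compounds plus 3 SD, set per campaign, cut at about 14% in these data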;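 further: inhibitors block serine hydrolase probe labeling of LYPLA1 so polarization falls; 0% = enzyme with DMSO and 100% = wells lacking LYPLA1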
GSTO1 counter – counter-screen for RBBP9 inhibitors: inhibitors of human GSTO1 | inhibition, % at 5.96 µM | recombinant GSTO1, activity-based probe fluorescence polarization | P78417 | 300,000 compounds, 1.1% hits;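 active means inhibition above the campaign mean inhibition plus 3 SD, cut at about 35% in these data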;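 further: 0% = GSTO1-1 with DMSO and 100% = wells lacking GSTO1-1 enzyme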
Target sequence (P78417 whole entry, looked up): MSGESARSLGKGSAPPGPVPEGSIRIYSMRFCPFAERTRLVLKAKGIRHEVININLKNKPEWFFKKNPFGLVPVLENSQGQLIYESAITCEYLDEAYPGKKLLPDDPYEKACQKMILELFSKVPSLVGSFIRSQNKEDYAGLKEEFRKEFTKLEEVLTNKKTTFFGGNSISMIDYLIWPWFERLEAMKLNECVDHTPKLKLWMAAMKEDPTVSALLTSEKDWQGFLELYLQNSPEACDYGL
PAFAH2 inh – inhibitors of human PAFAH2; recombinant PAFAH2, FP-rhodamine activity probe, fluorescence polarization; inhibition, % at 3.39 µM; 340,000 compounds, 0.99% hits; AID 492956;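 active means inhibition above the mean over all tested compounds plus 3 SD, cut at about 30% in these data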;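 further: inhibitors block probe labeling of enzyme so polarization drops; 0% = enzyme with DMSO and 100% = wells lacking PAFAH2 protein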
ZTA counter – counter-screen for EBNA-1 inhibitors: inhibitors of Epstein-Barr virus ZTA; AID 2234; 320,000 compounds, 0.15% hits; ZTA-DNA binding, fluorescence polarization; inhibition, % at 11 µM; P03206; in the data active means inhibition above about 33%
Target sequence (P03206 whole entry, looked up): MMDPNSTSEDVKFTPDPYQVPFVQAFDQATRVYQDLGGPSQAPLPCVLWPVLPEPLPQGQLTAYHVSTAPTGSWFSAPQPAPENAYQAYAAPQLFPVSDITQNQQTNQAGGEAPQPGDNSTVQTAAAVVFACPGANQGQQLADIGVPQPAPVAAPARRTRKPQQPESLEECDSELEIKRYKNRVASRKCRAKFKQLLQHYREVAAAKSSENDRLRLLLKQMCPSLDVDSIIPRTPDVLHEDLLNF
PAFAH1B3 FP inh – PAFAH1B3 (human) inhibition | inhibition, % at 3.39 µM | recombinant PAFAH1B3, FP-rhodamine probe, fluorescence polarization | 340,000 compounds, 0.28% hits;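 active means inhibition above the screen-wide average of all tested compounds plus 3 SD, cut at about 25% in these data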;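 further: 0% = enzyme with DMSO only and 100% = wells lacking PAFAH1B3 protein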
Target sequence (Q15102 whole entry, looked up): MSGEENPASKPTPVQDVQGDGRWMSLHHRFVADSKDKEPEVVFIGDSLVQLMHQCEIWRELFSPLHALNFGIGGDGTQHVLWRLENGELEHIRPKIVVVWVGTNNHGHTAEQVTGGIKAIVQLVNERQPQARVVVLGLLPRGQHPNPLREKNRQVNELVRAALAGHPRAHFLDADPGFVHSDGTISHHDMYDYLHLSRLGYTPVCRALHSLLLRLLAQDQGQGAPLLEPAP
LYPLA2 counter – blocks human lysophospholipase 2, a PME1 counter-screen; recombinant LYPLA2, FP-Rh probe fluorescence polarization; 320,000 compounds, 0.38% hits; inhibition, % at 5.9 µM; AID 2177;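 active means inhibition above the screen-wide mean plus 3 SD, limit set per campaign, cut at about 26% in these data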;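 further: 0% = LYPLA2 with DMSO and 100% = wells lacking LYPLA2 enzyme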
Target sequence (O95372 whole entry, looked up): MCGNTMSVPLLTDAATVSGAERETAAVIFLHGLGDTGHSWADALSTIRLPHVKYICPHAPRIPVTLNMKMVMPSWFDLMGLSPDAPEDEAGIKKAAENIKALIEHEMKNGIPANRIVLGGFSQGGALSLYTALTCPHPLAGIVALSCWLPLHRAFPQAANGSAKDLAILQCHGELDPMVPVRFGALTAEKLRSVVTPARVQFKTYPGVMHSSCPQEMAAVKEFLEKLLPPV
Active calls of the source: *; . = no result given. An excerpt; count on the stated rates, not on these rows.

compound	PREPL inhibitor	PAD4 FP inh	EBNA-1 inh	LYPLA1 inh	GSTO1 counter	PAFAH2 inh	ZTA counter	PAFAH1B3 FP inh	LYPLA2 counter
CS(=O)(=O)N(CC(=O)N/N=C/c1ccc(OCC(=O)N2CCOCC2)cc1)c1ccccc1Cl	-17	-4	36*	-4	-3	1	-17	5	-1
O=C(N/C(=C\c1ccc([N+](=O)[O-])cc1)C(=O)N1CCOCC1)c1ccco1	0	-5	10	0	1	3	6	5	-5
O=C(N/N=C/c1cc(Br)c(O)c([N+](=O)[O-])c1)C(O)(c1ccccc1)c1ccccc1	0	5	6	-2	15	.	12	.	3
Cc1ccc(S(=O)(=O)N2CCOC2CNC(=O)C(=O)NCCc2ccc(S(N)(=O)=O)cc2)cc1 (stereo not drawn)	-2	3	8	1	6	-4	-2	9	5
CCOc1cc(NC(=S)NCCCN2CCOCC2)c(OCC)cc1NC(=O)C1CC1	-1	2	-2	1	2	0	19	8	7
Cc1ccc(OCC(O)CN2CCN(CC(O)COc3ccc(C)cc3)CC2)cc1 (stereo not drawn)	9	3	22	3	-7	0	3	7	9
CCc1onc(C)c1C(=O)Nc1ccc(N2CCOCC2)cc1	16	3	.	2	.	10	-4	10	4
CC1(C)CC(N(Cc2cccs2)C(=O)c2ccco2)CCO1 (stereo not drawn)	-5	4	-3	2	6	5	-15	1	0
COCCNC(=O)C1CCN(C(=O)C2CC(=O)N(c3ccc(C)cc3)C2)CC1 (stereo not drawn)	7	-2	-6	3	0	17	-7	-4	3
c1nnn(C23CC4CC(CC(C4)C2)C3)n1	17	2	9	2	8	-1	-2	7	7

Whole records from above.
c1nnn(C23CC4CC(CC(C4)C2)C3)n1 reads PREPL inhibitor = 17; PAD4 FP inh = 2; EBNA-1 inh = 9; LYPLA1 inh = 2; GSTO1 counter = 8; PAFAH2 inh = -1; ZTA counter = -2; PAFAH1B3 FP inh = 7; LYPLA2 counter = 7
COCCNC(=O)C1CCN(C(=O)C2CC(=O)N(c3ccc(C)cc3)C2)CC1 (stereo not drawn) reads PREPL inhibitor = 7; PAD4 FP inh = -2; EBNA-1 inh = -6; LYPLA1 inh = 3; GSTO1 counter = 0; PAFAH2 inh = 17; ZTA counter = -7; PAFAH1B3 FP inh = -4; LYPLA2 counter = 3
CC1(C)CC(N(Cc2cccs2)C(=O)c2ccco2)CCO1 (stereo not drawn) reads PREPL inhibitor = -5; PAD4 FP inh = 4; EBNA-1 inh = -3; LYPLA1 inh = 2; GSTO1 counter = 6; PAFAH2 inh = 5; ZTA counter = -15; PAFAH1B3 FP inh = 1; LYPLA2 counter = 0

Carrying on:
compound	PREPL inhibitor	PAD4 FP inh	EBNA-1 inh	LYPLA1 inh	GSTO1 counter	PAFAH2 inh	ZTA counter	PAFAH1B3 FP inh	LYPLA2 counter
O=C(NNC(=O)c1cc(Br)c(Br)s1)c1ccncc1	3	-1	.	5	.	12	0	4	-1
CCN(C(=O)Cc1c(C(=O)O)n(C)c2ccccc12)c1ccc(F)cc1	-8	1	-2	0	-8	.	13	.	-7
Cn1cccc1/C=N/NC(=O)c1ccn[nH]1	13	0	8	4	3	-2	-15	0	15
O=C(O)CCC(=O)N1CCN(S(=O)(=O)c2ccc3ccccc3c2)CC1	11	-3	-10	-1	1	-6	-6	0	2
C[C@@H]1CN([C@@H](C)CO)C(=O)c2cccc(NC(=O)Nc3ccc(F)cc3)c2O[C@@H]1CN(C)Cc1ccc(Oc2ccccc2)cc1	8	-3	.	.	.	-4	.	0	.
COc1ccc(S(=O)(=O)N2CCCCC2)cc1NC(=O)CCOc1cc(C)ccc1C	13	1	.	-4	.	8	9	6	-5
CC12CCC(=O)N1C(C(=O)Nc1ccccc1N1CCCCC1)CS2 (stereo not drawn)	19	0	.	0	.	12	4	-4	-1
O=C(NC1CC1)C1CCN(C2CCN(Cc3ccccc3C(F)(F)F)CC2)CC1	10	-4	-4	-1	0	2	11	11	-2
CCOc1ccc(OCc2ccc(C(=O)Nc3ccc(Cl)cn3)o2)cc1	-4	3	-2	-5	0	-4	-11	-5	-1
COc1ccccc1NC(=O)CCn1cccc1	2	2	5	-2	1	-5	1	2	-9

Records listed above printed as active in EBNA-1 inh.
| Compound | PREPL inhibitor | PAD4 FP inh | EBNA-1 inh | PAFAH2 inh | PAFAH1B3 FP inh |
| --- | --- | --- | --- | --- | --- |
| CS(=O)(=O)N(CC(=O)N/N=C/c1ccc(OCC(=O)N2CCOCC2)cc1)c1ccccc1Cl | -17 | -4 | 36* | 1 | 5 |

Next records:
compound	PREPL inhibitor	PAD4 FP inh	EBNA-1 inh	LYPLA1 inh	GSTO1 counter	PAFAH2 inh	ZTA counter	PAFAH1B3 FP inh	LYPLA2 counter
CCC(=O)Nc1ccc(C(=O)Nc2ccc3c(c2)OCO3)cc1	3	-4	8	-1	7	8	15	4	-2
O=C(CC1C(=O)NCCN1Cc1ccc(Cl)c(F)c1)NCCc1cccnc1 (stereo not drawn)	11	-1	-2	-1	9	-3	-13	4	-1
Cc1ccc(NC(=O)c2cnccn2)cc1S(=O)(=O)N(C)C	-2	-3	-1	4	2	1	-2	10	4
O=C(CSc1nnc(-c2ccccc2O)n1-c1ccccc1)Nc1cccc(C(=O)O)c1	6	-2	6	-1	7	11	0	6	4
Cc1cc(C(=O)COC(=O)c2nc3nccc(C)n3n2)c(C)n1CC1CCCO1 (stereo not drawn)	-10	-2	3	1	-2	3	7	2	4
COc1ccc(OC)c(-c2cc(C(F)(F)F)c3c(n2)sc2c(O)cc(=O)[nH]c23)c1	0	-1	13	2	1	4	14	6	1
O=C(COc1ccccc1Cl)N1CCN(c2ccc(F)cc2)CC1	-5	-1	8	2	-3	3	6	8	2
O=C(COc1ccc(/C=N/NC(=O)c2ccccc2O)cc1)Nc1ccc([N+](=O)[O-])cc1	-1	-2	17	-3	-12	-31	6	-37	0
O=C(O)c1cccc(NS(=O)(=O)c2cccc3nsnc23)c1	2	1	8	-3	-3	-10	10	6	3
Cc1onc(-c2ccccc2Cl)c1C(=O)OCc1nnc(-c2ccccc2)o1	10	-2	-8	-2	1	7	-19	3	0
Cc1c(Cl)ccc2c(C(=O)NCCN3CCCCC3)cc(-c3ccccn3)nc12	-52	-3	-1	-3	8	4	-21	7	-2
COc1ccc(C(=O)Nc2nc3ccccc3[nH]2)cc1S(=O)(=O)N1CCCC1	-2	7	-16	-6	3	1	19	-1	-1
CCN(CC)CC(=O)NCC1(c2ccccc2)CCOCC1	3	4	5	2	4	1	-7	-2	2
COC(C(=O)Nc1cc([N+](=O)[O-])ccc1C)c1ccccc1 (stereo not drawn)	11	0	6	1	10	1	-14	3	5
C/C(=N\Nc1cccc(Cl)c1)c1ccncc1	24	-5	-9	9	-4	9	-6	-2	2
O=C(c1ccccc1)[C@H]1CC=CC[C@H]1C(=O)O	1	-2	-4	2	-4	-6	-9	7	-6
CCCC1C2C(=O)N(c3ccccc3OCC)C(=O)C2ON1c1ccccc1 (stereo not drawn)	6	-2	-9	-2	6	7	9	9	-4
C/C(=N\NC(N)=O)c1cccc(Cl)c1	-8	-4	-2	0	2	4	-13	2	3
NC(=O)c1noc(C(=O)N(CC(=O)NC2CCCC2)Cc2ccc3c(c2)OCO3)c1N	-1	3	2	-5	19	0	8	-2	2
NNC(=O)c1ccc(Cn2cc(Cl)cn2)o1	-10	-3	-4	-3	-4	3	-8	2	-11
CC(C)CCNC(=O)c1ccc2c(c1)ncn2C1CCCC1	8	1	-11	-1	4	-2	4	-4	2
Cc1ccc(C)c(NC(=S)NCc2ccc3c(c2)OCO3)c1	-17	4	-10	-1	-2	2	3	7	-1
Cc1nc(N)sc1C(=O)OCC(C)C	-1	5	0	1	5	6	8	12	-1
COCCN(C(=O)CSc1n[nH]c(-c2ccc(OC)cc2)n1)c1c(N)n(Cc2ccccc2)c(=O)[nH]c1=O	-5	1	-16	0	0	7	-3	1	6
CN(Cc1ccccc1)C(=O)c1[nH]cnc1C(=O)NCc1ccccc1	2	-1	.	2	.	-1	-27	4	5
CC(=O)NC1CC2CCCC(C1)N2S(=O)(=O)c1cccc(F)c1 (stereo not drawn)	4	-1	-1	4	0	-5	14	4	14
CCn1nc(C)c(Br)c1Nc1ccc(Br)cc1	-12	0	7	-1	-1	-1	9	-6	1
COc1ccccc1N1CCN(C/C(C)=C/c2ccccc2)CC1	21	-2	7	3	-13	7	4	2	6
O=C(COC(=O)CNC(=O)c1ccccc1F)NCC(F)(F)F	6	-4	-6	-3	14	2	12	4	-3
CCOc1ncccc1C(=O)NCc1ccc(OC)cc1	-8	4	1	2	7	1	-3	5	1
Cc1ccc(Cl)cc1NC(=O)c1cnn2c1NC(c1ccco1)CC2C(F)(F)F (stereo not drawn)	-10	-25	2	-16	-39	-43	22	-46	-31
Cc1ccccc1NC(=S)NC(NC(=O)c1ccccc1C)C(Cl)(Cl)Cl (stereo not drawn)	17	-1	-3	-2	-4	-5	1	-1	-10
ClC1(Cl)CC1CSc1nc2ccccc2[nH]1 (stereo not drawn)	-11	-5	0	5	-2	6	-8	3	4
O=C(NC1CCCC1)C(c1ccccc1)N(C(=O)c1ccno1)c1ccccc1 (stereo not drawn)	-4	1	1	1	-3	-1	-3	1	4
CC(C)c1nc(N2CCN(C(=O)c3ccco3)CC2)c2c3c(sc2n1)CCCC3	4	1	-6	-2	6	7	-4	3	1
CCc1ccc(C(=O)COC(=O)CNC(=O)CNC(=O)Cc2ccccc2)cc1	-3	9	6	1	5	6	3	3	6
O=C(NOCc1ccccc1)c1ccc(Cl)cc1	-2	2	.	-2	.	4	13	0	0
CCCc1cc(C(=O)NCCc2ccccc2)no1	15	-3	-5	4	7	0	1	0	3
O=C(NCc1ccccc1)NC1(C(=O)N2CCOCC2)CCCCC1	-1	-1	12	0	-1	-2	9	3	-3
CCOC(=O)CCCC(=O)N1CCOCCOCCN(C(=O)CCCC(=O)OCC)CCOCCOCC1	6	-1	3	5	4	-4	5	12	6
Cc1c(Cl)cccc1Nc1nc(N)nc(CSC(=S)N2CCOCC2)n1	14	-2	-4	0	8	10	-2	6	-4
Cc1ccc(NC2CCCN(C(=O)c3c(C)noc3C)C2)cc1C (stereo not drawn)	8	0	7	6	7	-1	5	0	1
COc1cc(OC)c(OC)cc1CNC(=O)c1ccc(S(=O)(=O)N2CCCCC2)cc1	-1	-5	.	-5	.	-1	14	3	7

5 entries drawn at random from those above:
compound	PREPL inhibitor	PAD4 FP inh	EBNA-1 inh	LYPLA1 inh	GSTO1 counter	PAFAH2 inh	ZTA counter	PAFAH1B3 FP inh	LYPLA2 counter
ClC1(Cl)CC1CSc1nc2ccccc2[nH]1 (stereo not drawn)	-11	-5	0	5	-2	6	-8	3	4
CCOC(=O)CCCC(=O)N1CCOCCOCCN(C(=O)CCCC(=O)OCC)CCOCCOCC1	6	-1	3	5	4	-4	5	12	6
Cc1ccc(NC2CCCN(C(=O)c3c(C)noc3C)C2)cc1C (stereo not drawn)	8	0	7	6	7	-1	5	0	1
CCc1ccc(C(=O)COC(=O)CNC(=O)CNC(=O)Cc2ccccc2)cc1	-3	9	6	1	5	6	3	3	6
COc1cc(OC)c(OC)cc1CNC(=O)c1ccc(S(=O)(=O)N2CCCCC2)cc1	-1	-5	.	-5	.	-1	14	3	7

Assay outcomes from PubChem BioAssay.
